M. tuberculosis GlmU: inhibition of mycobacterial GlmU enzyme – biochemical, glucosamine-1-phosphate acetyltransferase (AID 1376); M. tuberculosis GlmU acetyltransferase enzyme assay; higher % means a stronger effect; inhibition, %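 (tested at 30 µM in the primary screen)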, or IC50 in µM where a hit was titrated; hit rate 0.25% among 220,000; in the data active means inhibition above about 13%; inconclusive means no clear call, values can overlap the other calls;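 further: 0% = complete reaction with vehicle and 100% = reaction without substrate; strong numbers were not always called active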
RmlCD inh 1536: inhibitors of Mycobacterium tuberculosis RmlC and RmlD coupled enzymes. P9WH09+P9WH11. hit rate 0.03% among 160,000. inhibition, % at 3.6 µM. RmlC+RmlD coupled enzyme assay, percent inhibition; primary screen in compound mixtures; in the data active means inhibition mostly above about 34%, no sharp cut-off; inconclusive means no clear call, values can overlap the other calls; inactive means mostly below about 22%; further: some results filed as inactive read as strong as hits
Target sequence (P9WH09 whole entry, looked up): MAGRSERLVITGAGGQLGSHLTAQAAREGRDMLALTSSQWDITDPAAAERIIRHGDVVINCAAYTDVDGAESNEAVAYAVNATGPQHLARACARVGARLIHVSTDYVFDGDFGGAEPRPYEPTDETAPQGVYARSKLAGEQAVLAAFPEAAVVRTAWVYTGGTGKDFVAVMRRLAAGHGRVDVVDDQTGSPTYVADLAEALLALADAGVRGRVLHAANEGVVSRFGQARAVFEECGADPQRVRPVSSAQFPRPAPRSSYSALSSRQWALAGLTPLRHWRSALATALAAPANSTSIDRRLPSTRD
Target sequence (P9WH11 whole entry, looked up): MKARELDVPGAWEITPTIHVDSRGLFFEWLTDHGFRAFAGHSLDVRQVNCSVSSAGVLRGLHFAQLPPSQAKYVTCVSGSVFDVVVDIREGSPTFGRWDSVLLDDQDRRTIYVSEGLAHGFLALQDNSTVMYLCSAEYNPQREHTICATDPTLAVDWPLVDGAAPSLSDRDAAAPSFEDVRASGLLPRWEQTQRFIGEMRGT
* = called active by the depositor; ? = inconclusive; / = no result given. Only part of the results is shown, so the mix of outcomes need not match the whole.

molecule	RmlCD inh 1536	M. tuberculosis GlmU
Cc1nnc2sc(-c3ccc(NC(=O)CSc4ccc(Cl)cc4)cc3)nn12	-6	5.2%
COc1ccc(N(CC(=O)NCCSC2CCCCC2)S(C)(=O)=O)c(OC)c1	/	-2.9%
CC(C)C(NS(=O)(=O)c1cccc(C(F)(F)F)c1)C(=O)O (configuration not stated)	14	8.7%
C/C(Cl)=C/Cn1c(NCCCn2ccnc2)nc2c1c(=O)[nH]c(=O)n2C	7	-3.3%
COc1ccc(S(=O)(=O)NC(C)(C)C)cc1-c1nnc2c3ccccc3c(C)nn12	1	3.0%
CC(=O)NS(=O)(=O)c1ccc(NC(=O)CN2C(=O)C3C4C=CC(C4)C3C2=O)cc1 (configuration not stated)	4	1.6%
CCOCCCN(C(=O)Cn1nnc2ccccc21)C(C(=O)NCc1ccco1)c1ccncc1 (configuration not stated)	/	6.0%
Cn1c(=O)c2c(Nc3ccc(F)cc3)cc(=O)n(-c3ccccc3)c2n(C)c1=O	-5	2.1%
CN(Cc1cccs1)C(=O)Cc1csc(-c2ccccc2)n1	-10	-2.9%
O=C1CCN(C(=O)CCCn2c(=O)oc3ccccc32)CC1	-1	8.1%
Cc1ccc2c(c1)nnn2C1CCN(CC(=O)NCCc2nc3ccccc3[nH]2)CC1	?	-5.1%
COC(=O)c1ccccc1NC(=O)c1cc(C2CC2)on1	5	-3.0%
C=CCN(c1ccc(C(=O)Nc2cccc([N+](=O)[O-])c2)cc1)S(C)(=O)=O	2	0.8%
Cc1ccc(CN2CCN(Cc3ccc(OC(C)C)cc3)CC2CCO)o1 (configuration not stated)	/	-0.3%
Cc1ccc(C(C)C)c(OCCNC(=S)Nc2cccc3ccccc23)c1	8	2.3%
COc1cc(/C=N/Nc2nc(N3CCCC3)nc(N3CCCC3)n2)ccc1O	/	2.5%
CCOC(=O)CC1=NC(=O)CS1	7	-3.1%
CC(=O)c1cc(CN2CCN(C3CCN(C(C)C)CC3)C(CCO)C2)cs1 (configuration not stated)	/	0.5%
COc1ccc(CNC(=O)c2ccc(NC(=O)C3CCCO3)cc2)cc1 (configuration not stated)	36	-2.9%
Cc1nc2cc(F)ccc2n1C1CCN(Cc2nnnn2CCc2ccccc2)CC1	/	6.4%
COCCn1c(=O)[nH]c(=O)c2c1nc(-c1ccc(-c3ccc(Cl)cc3[N+](=O)[O-])o1)n2Cc1ccccc1	-11	6.5%
O=c1cc(O)nc(-c2ccccc2)s1	-7	-1.3%
C=CCN(CC(=O)NCC1CCCO1)C(=O)CCC(=O)Nc1cc(C)on1 (configuration not stated)	/	11%
O=c1[nH]c(=O)n(-c2ccccc2)c(O)c1/C=C1/C(c2ccccc2)=Nc2ccccc21	-10	8.5%
CC1CCN(c2cc(N3CCOCC3)c([N+](=O)[O-])cc2F)CC1	/	3.9%
COC(=O)C1(CCSC)NC(c2ccc(O)c(OC)c2)C2C(=O)N(c3ccc(C)cc3)C(=O)C21 (configuration not stated)	-1	5.0%
CC(=O)CNc1ccc(S(=O)(=O)N/N=C/c2ccccc2)cc1	-38	-2.2%
COP(=O)(OC)C1(O)C(=O)Nc2ccc(Br)cc21 (configuration not stated)	-7	6.4%
CC1=NN(C(=O)CCc2ccccc2)C(O)(c2ccncc2)C1 (configuration not stated)	-2	-2.8%
COc1ccc(N2CCN(C(=O)Cc3cccs3)CC2)cc1	5	-1.6%
CC(Oc1ccccc1)C(=O)N=Nc1c(O)[nH]c2ccc(Br)cc12 (configuration not stated)	-9	4.0%
COc1ccc2oc(=O)c(C(=O)Nc3ccccc3-c3ccccc3)cc2c1	5	-3.9%
CN1C(=O)c2ccccc2Sc2ccc(NC(=O)NC3CC3)cc21	/	-0.8%
COc1ccc(C)cc1NC(=O)CN(C)S(=O)(=O)c1cc(C)ccc1OC	/	1.7%
Cc1ccc(-c2nc(SCC(N)=O)c(C#N)c3c2CCCC3)cc1	-4	-4.3%
CCOc1ccc(NC(=O)C2CC(=O)N(C)C(=Nc3ccc4c(c3)OCO4)S2)cc1 (configuration not stated)	5	2.9%
O=C(NCc1ccco1)c1cnc2sccn2c1=O	13	-1.4%
Cc1ccc(SCc2cc(=O)n3[nH]c(C)nc3n2)cc1	/	10.0%
COc1ccc(S(=O)(=O)NCCCCC(=O)O)cc1C(=O)O	1	0.0%
CN(CC(=O)NC1CCCCC1)S(=O)(=O)c1cccc2cccnc12	5	4.7%
Cc1cc(NC(=O)CCCn2ccc([N+](=O)[O-])n2)n(Cc2ccc(F)cc2)n1	-7	5.2%
C/C(=N\N(Cc1ccccc1)c1ccccc1)c1cccnc1	11	4.8%
O=C(NCc1cccnc1)c1cccc(F)c1	/	-2.0%
CCC(C)C(NC(=O)[C@@H](NC(=O)c1ccccc1F)C(C)C)C(=O)OC (some centres not stated)	1	2.0%
Cc1ccc(-c2csc3nnc(SCc4csc(C)n4)n23)cc1	13	-2.2%
COc1ccccc1NC(=O)CN1CCN(CC(=O)Nc2ccc3c(c2)OCO3)CC1	?	-1.8%
COc1ccc(Cl)cc1NC(=S)Nc1cccc(C)c1	/	2.0%
O=C(/C=C/c1ccc(-c2ccc(F)cc2)o1)N1CCCC1	4	0.8%
CC(C)N1CCC(NC(=O)NC2CCCCC2)CC1	-16	4.4%
CCOCCCn1c(=N)c(C(N)=S)cc2c(=O)n3cccc(C)c3nc21	-2	-9.1%

Next part.
molecule	RmlCD inh 1536	M. tuberculosis GlmU
CCOc1ccc(NC(=O)c2cc3cc4ccc(OC)cc4nc3o2)cc1	-5	1.5%
Cc1cccc(OCC(O)Cn2c(=N)n(CCN3CCCCC3)c3ccccc32)c1 (configuration not stated)	/	-16%
CCOC(=O)C1(Cc2ccccc2C)CCCN(C(=O)c2ccnn2C)C1 (configuration not stated)	-7	0.5%
CCCc1cc(=O)[nH]c(SCC(=O)c2c(C)[nH]c3ccccc23)n1	6	-1.0%
O=C(CCS(=O)(=O)c1ccc(Br)cc1)NCc1cccs1	-1	/
O=C(COC(=O)c1cccc(S(=O)(=O)N2CCCC2)c1)NCc1ccccc1	-5	-4.3%
Cn1cccc1/C=C(\C#N)c1ccccc1	-10	/
CC(C)Cc1nc2sc3c(NCc4ccco4)ncnc3c2c2c1COC(C)(C)C2	5	2.8%
CCc1cc(=O)oc2cc3occ(C)c3cc12	-8	2.2%
COc1ccc(C(=O)Cn2nnc(-c3ccccc3NC(=O)C3CC3)n2)cc1	9	-0.1%
CCOc1ccccc1NC(=O)c1ccccc1N(C)S(C)(=O)=O	-4	0.5%
OC(COc1ccc2c(c1)CCC2)Cn1cnc2ccccc21 (configuration not stated)	7	-0.1%
CCC(C)c1ccc(OCCCCN2CCOCC2)cc1 (configuration not stated)	-21	-7.4%
CC(=Nc1ccccc1O)c1sc2ccccc2c1O	-1	4.4%
COc1ccc(-c2nnc(SCc3nc4ccccc4c(=O)[nH]3)o2)cc1	8	/
COc1ccc(CCNC(=O)c2ccc(CNc3nc(=S)[nH]c4ccccc34)cc2)cc1OC	-19	0.7%
Cc1ccc(C)c(NC(=O)COc2cccc3c2CCN(Cc2ccccc2)C3=O)c1	6	-1.8%
Cn1c(=O)[nH]c(=O)c2c1nc(SCC(=O)Nc1ccccc1)n2Cc1ccccc1	/	-8.6%
Cn1c(=O)c2[nH]cnc2n(C)c1=O	/	0.3%
C=CCOc1c(/C=N\NC(N)=O)cccc1OC	-1	0.2%
O=C(O)CCCC(=O)Nc1ccc(C(=O)N2CCCCC2)cc1	4	0.9%
O=C(NC1CCCCC1)C(c1cc2c(cc1[N+](=O)[O-])OCO2)N1CCCCC1 (configuration not stated)	/	2.3%
CC1CCc2c(sc3nc(SCC(=O)NCc4ccco4)nc(N)c23)C1 (configuration not stated)	/	-4.1%
CCc1nnc(NC(=O)Cc2ccc(OC)c(OC)c2)s1	/	4.0%
O=C(Nc1cccnc1)/C(N=Nc1c(Cl)cccc1Cl)=C(\O)c1ccccc1	8	-7.3%

Arranged by molecular weight (smallest number first): some entries from above
molecule	RmlCD inh 1536	M. tuberculosis GlmU
Cn1c(=O)c2[nH]cnc2n(C)c1=O	/	0.3%
O=c1cc(O)nc(-c2ccccc2)s1	-7	-1.3%
C=CCOc1c(/C=N\NC(N)=O)cccc1OC	-1	0.2%
O=C(/C=C/c1ccc(-c2ccc(F)cc2)o1)N1CCCC1	4	0.8%
CCC(C)c1ccc(OCCCCN2CCOCC2)cc1 (configuration not stated)	-21	-7.4%
CCOCCCn1c(=N)c(C(N)=S)cc2c(=O)n3cccc(C)c3nc21	-2	-9.1%

More structures:
molecule	RmlCD inh 1536	M. tuberculosis GlmU
CC(C)NC(=O)C(=O)NCCCOC(C)C	/	?
COc1ccc(S(=O)(=O)NCc2cc(-c3ccccc3Cl)no2)cc1	-12	7.4%
CSc1cnn(-c2ccccc2)c(=O)c1SC	6	3.3%
Cc1ccc(OCC(=O)n2nc(C)cc2C)c(Br)c1	/	-4.3%
Cc1nc2sc(-c3ccccc3)cc2c(=O)[nH]1	4	-7.7%
CC(=O)c1ccc(NC(=O)C(C)OC(=O)C(C)Oc2cccc(C)c2)cc1 (configuration not stated)	-5	-3.2%
COc1ccc(-c2cc(C(=O)OCC(=O)N(C)C3CCS(=O)(=O)C3)c3ccccc3n2)cc1OC (configuration not stated)	-6	-2.6%
COc1cc(Cl)c(C)cc1NC(=O)c1ccc2c(SCC(=O)O)c3c(nc2c1)CCCC3	-16	-0.9%
COc1ccccc1NS(=O)(=O)c1cccc(NC(=O)NC2CCCCC2)c1	-5	0.6%
Cn1c(=O)c2c(nc(SCc3cccnc3)n2Cc2ccccc2)n(C)c1=O	/	-6.4%
O=C(CSc1nnnn1-c1cccc(Cl)c1)Nc1ccc2c(c1)CCC2	5	1.0%
COC(=O)c1ccccc1NC(=O)COc1ccccc1[N+](=O)[O-]	-5	-0.2%
CN(Cc1cccs1)C(=O)CCCc1c[nH]c2ccccc12	-4	-3.8%
CC(=O)NCCn1c(SCC(=O)c2ccccc2)nc2ccccc2c1=O	/	-1.4%
CSc1ccccc1NC(=O)CN(C)CC(=O)Nc1ccccc1N1CCOCC1	-11	0.2%
O=C(Nc1ccc2nsnc2c1)c1ccc2c(c1)OCO2	-8	1.8%
Cc1ccccc1-c1nnn(CC(=O)N2CCN(S(=O)(=O)c3ccc(Cl)cc3)CC2)n1	12	6.6%
CCC(=O)Nc1ccc(Cl)c(NC(=O)c2ccccc2OC)c1	-5	-1.6%
COCCNCCCCSc1ccc(Cl)cc1	0	-2.2%
Cc1ccc2[nH]c3c(c2c1)SC(C)(C)CC3=O	-14	-0.4%
Cc1nnc2n1N=CC=C(C(C)(C)C)S2	/	1.0%
CCCCC(=O)NCCc1cc2ccc(OC)cc2[nH]c1=O	-14	5.2%
COc1ccc(C(C(=O)NC(C)(C)C)N(C(=O)Cn2nnc3ccccc32)c2ccc(C(C)=O)cc2)cc1O (configuration not stated)	12	0.3%
Nc1nnnn1/N=C/c1ccccc1C(F)(F)F	-4	0.8%
Cc1ccccc1N1CCN(C(=S)c2ccccc2)CC1	-11	1.5%
Cc1ccc(S(=O)(=O)NC2CCCC2)cc1C	/	1.8%
CCN(CC)CCOC(=O)c1ccc(NC(=O)c2cn(-c3ccccc3)nc2-c2cccs2)cc1	-13	-11%
Cc1ccc(N2C(=O)N(CC(=O)NCc3ccccc3Cl)C(=O)C2C)cc1 (configuration not stated)	-9	-5.2%
C[C@H](NC(=O)c1nc[nH]c1C(=O)N[C@@H](C)C(=O)OC(C)(C)C)C(=O)OC(C)(C)C	-10	4.7%
O=C(O)CSc1nc(SCc2ccccc2Cl)nc2c1CCCC2	/	9.7%
Cc1nn(CC(=O)N(C)C)c(=O)c2ccccc12	/	3.8%
CC12C(=O)N(c3ccccc3)C(=O)C1C(c1ccccc1)N1CCCN12 (configuration not stated)	0	-0.9%
O=C(CCC(=O)N1CCN(S(=O)(=O)c2ccc(Cl)cc2)CC1)Nc1cccc(Br)c1	/	2.4%
C=CCn1c(SCc2cc(=O)n3ccsc3n2)nc2scc(C3CC3)c2c1=O	/	0.3%
Cc1ccc2cc(CN(C(=O)C3CCCO3)C3CCCCC3)c(=O)[nH]c2c1 (configuration not stated)	18	-7.0%
Cc1cc(C[n+]2ncsc2N)c2ncccc2c1	/	0.7%
Brc1ccc(C2=Nc3cccc4cccc(c34)N2)o1	64	8.7%
Cc1ccc(SCc2cc(=O)[nH]c(/N=C(\N)Nc3cccc4ccccc34)n2)cc1	25	3.1%
O=C(OCc1ccccn1)c1ccc(COc2ccccc2Cl)o1	/	0.4%
Cc1ccc2cc(CN(Cc3ccco3)C(=S)NCC3CCCO3)c(=O)[nH]c2c1C (configuration not stated)	1	10%
Cc1ccc(-c2nc(NCc3ccco3)c3ccccc3n2)cc1	6	2.0%
O=S(=O)(NC1CCCCC1)c1ccc(S(=O)(=O)N2CCN3CCCC3C2)cc1 (configuration not stated)	-5	1.5%
NC1=NC[C@H](Cc2ccc(O)cc2)N1CC1CCCCC1	-14	0.2%
CCN(CC)c1ccc(NC(=O)c2cccnc2)c(C)c1	30	5.7%

Bioassay records deposited in PubChem BioAssay by several laboratories.
